Screening results from PubChem BioAssay.
Tau fibril ThT: inhibitors of human tau fibril formation, thioflavin T binding; recombinant tau K18 P301L (four-repeat tau fragment), heparin-induced fibrillization, ThT fluorescence; Potency, µM (series often up to 57.4 µM), for the others: at the highest dose activity, negative = inhibition, hits mostly inhibitors; 2.1% of 270,000 active; note: % is set by controls: 0 for no effect and ±100 for the full control effect; nearly all actives have a fitted effect of over 55% in size
Target sequence (P10636 561-689 P618L limits assumed): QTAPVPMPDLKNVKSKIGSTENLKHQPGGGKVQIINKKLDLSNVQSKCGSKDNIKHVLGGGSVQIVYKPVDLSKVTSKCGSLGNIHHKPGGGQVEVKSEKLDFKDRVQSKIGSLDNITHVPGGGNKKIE
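K18 P301L tau (15 uM + 0.24 uM Alexa 594-tagged), heparin 20 uM, NaOAc pH 7, 6 h 37 C; ThT 30 uM, 1 h RT, ex 450/em 510 nm.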
SMN2 splice enh: increases expression of the SMN2 splice variant. HEK293 SMN2-luciferase splicing reporter, luminescence, 30-36 h. Potency, µM (titrated, usually from 46.1 µM), inactives show at the highest dose activity change, positive = activation, hits mostly activators. 2.8% of 210,000 active. AID 1458; note: % of control where 0% means no effect; nearly all actives have a fitted effect of over 55% in size
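HEK293 cells carry an SMN2 […]–luciferase reporter in which exon 7 inclusion puts luciferase in frame. Cells were plated 10-12 h before compound addition, then incubated 30-36 h at 37C. ONE-Glo luminescence was read; sodium butyrate at 4.5 mM final served as control.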
ALDH1A1 block: ALDH1A1 (human) enzyme inhibition. Purified ALDH1A1, NADH fluorescence, propionaldehyde substrate. Potency, µM (titrated, usually from 75.3 µM), for inactives: at the highest dose activity, negative = inhibition, hits mostly inhibitors. 7.3% of 220,000 active; active = well fitted inhibition curve with a large enough effect, not every such curve was filed as active; inconclusive = small, poorly fitted or top-dose-only effect, or another doubt; inactive = no such curve, though single readings can be large or run the other way;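 note: plate controls were no enzyme wells and a reference inhibitor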
RECQ1 helicase: inhibitors of human RECQ1 DNA helicase; 0.54% of 240,000 active; P46063; RECQ1 DNA unwinding, red fluorescence kinetic read; Potency, µM (titrated, usually from 57.3 µM), for the others: at the top dose activity, negative = inhibition, actives largely listed as inhibitors;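 note: plate controls were vehicle for no effect and no enzyme for full effect; nearly all actives have a fitted effect of over 30% in size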
Target sequence (P46063 whole entry, looked up): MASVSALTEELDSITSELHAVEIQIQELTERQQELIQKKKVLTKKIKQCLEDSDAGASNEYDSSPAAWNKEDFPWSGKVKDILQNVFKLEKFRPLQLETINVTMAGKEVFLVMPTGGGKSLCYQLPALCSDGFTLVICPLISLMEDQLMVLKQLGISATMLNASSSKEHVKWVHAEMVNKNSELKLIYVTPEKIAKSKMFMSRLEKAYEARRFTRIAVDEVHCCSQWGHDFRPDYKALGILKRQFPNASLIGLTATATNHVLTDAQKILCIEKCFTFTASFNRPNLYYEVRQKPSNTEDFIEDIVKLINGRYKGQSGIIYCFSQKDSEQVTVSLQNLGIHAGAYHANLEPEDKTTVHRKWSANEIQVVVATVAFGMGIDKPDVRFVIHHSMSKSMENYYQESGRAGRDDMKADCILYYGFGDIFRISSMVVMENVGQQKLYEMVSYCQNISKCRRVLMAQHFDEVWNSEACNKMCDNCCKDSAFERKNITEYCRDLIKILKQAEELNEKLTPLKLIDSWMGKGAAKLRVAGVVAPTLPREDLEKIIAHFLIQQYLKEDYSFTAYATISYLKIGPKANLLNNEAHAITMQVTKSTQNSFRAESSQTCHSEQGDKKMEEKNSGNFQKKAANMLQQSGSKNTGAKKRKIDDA
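RECQ1T1 50 nM; forked duplex (20 bp + 30-nt ss tails) 200 nM, ATP 2 mM final; pH 8.0, 2 mM MgCl2, 2.5 ug/ml poly(dI-dC); 15 min compound preincubation; discontinuous kinetic read over 2 h at RT.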
JMJD2E inh: JMJD2E (human) inhibition; JMJD2E catalytic domain, FDH-coupled NADH fluorescence (FDH is formaldehyde dehydrogenase); 1.6% of 230,000 active; AID 2147; Potency, µM (series often up to 57.1 µM), for the others: top-dose activity change, negative = inhibition, hits mostly inhibitors; active = well fitted inhibition curve with a large enough effect, not every such curve was filed as active; inconclusive = small, poorly fitted or top-dose-only effect, or another doubt; inactive = no such curve, though single readings can be large or run the other way;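 note: 0% = wells with enzyme and -100% = buffer wells without enzyme; nearly all actives have a fitted effect of over 50% in size; many of its hits are not listed in these tables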
L3MBTL1 block: blocks human L3MBTL1; Q9Y468; AlphaScreen L3MBTL1–H3K9me1 peptide binding; Potency, µM (top dose mostly 57.1 µM), without a hit: at the top dose activity, negative = inhibition, most hits filed as inhibitors; 0.66% of 230,000 active; note: % is set by controls: 0 for no effect and ±100 for the full control effect; nearly all actives have a fitted effect of over 60% in size
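L3MBTL1 (50 nM) pre-complexed 30 min with biotinylated H3(1-15)K9me1 peptide (75 nM), then compounds added for 30 min at room temperature; AlphaScreen streptavidin donor/nickel chelate acceptor beads (10 ug/mL final) read after 30 min dark incubation.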
Luc counter: blocks Kinase-Glo luciferase, a counter-screen artifact; Kinase-Glo luciferase, ATP luminescence, 8 min; Potency, µM (doses to about 38.3 µM), inactives show at the highest dose activity change, negative = inhibition, hits mostly inhibitors; 0.28% of 200,000 active; Q27757; note: % is set by controls: 0 for no effect and ±100 for the full control effect; nearly all actives have a fitted effect of over 60% in size
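Inhibition of Kinase-Glo luciferase light generation was assessed at 10 uM ATP in pH 7.2 imidazole buffer, with luminescence measured after eight minutes at ambient temperature.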
LMNA splice mod: changes lamin A minigene splicing in HeLa cells; HeLa LMNA splicing GFP/RFP minigene ratio, 48 h; Potency, µM (top dose mostly 46.1 µM), for the others: at the highest dose ratio change, negative = inhibition, most hits filed as inhibitors; 0.01% of 200,000 active; AID 1487; active = well fitted inhibition curve with a large enough effect in the signal ratio, with a control signal flat, not every such curve was filed as active; inconclusive = small, poorly fitted or top-dose-only effect, or effect the other way, or a change in a side signal; the % refers to the signal ratio; note: % is set by controls: 0 for no effect and ±100 for the full control effect
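S3 HeLa cells stably expressing lamin A-EGFP splicing minigene plus DsRed2, 600 cells/well, 48 h compound exposure at 37C. Laser-scanning cytometry; analysed as GFP (500-530 nm)/RFP (575-640 nm) total intensity ratio; 0.5% DMSO vehicle.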
Starred values were filed as active, the others as inactive; i = inactive; ? = inconclusive; · = no result given; [ ] = remark or other dose. Unless noted, calls come from the whole dose curve; as a rule, active = well fitted curve in the direction sought with a large enough effect; inconclusive = small, poorly fitted or top-dose-only effect, or another doubt; inactive = no such curve, though single readings can be large; an effect the other way counts as inactive or inconclusive. Potency is the fitted concentration of half-maximal effect. The list is partial. The share of hits here may be higher or lower than overall.

SMILES	Tau fibril ThT	SMN2 splice enh	ALDH1A1 block	RECQ1 helicase	JMJD2E inh	L3MBTL1 block	Luc counter	LMNA splice mod
O=C(Nc1nnc(SCc2ccc(Cl)cc2)s1)c1cnccn1	-18%	-5%	0%	-2%	-3%	11%	-3%	?
O=C(NCCC(c1ccccc1)c1ccco1)c1cccs1 (configuration not stated)	-4%	?	?	16%	-19%	-10%	-7%	-4%[46 µM]
Cc1cc(C(F)(F)F)nc(NCc2ccc(F)cc2)n1	3%	12%	-12%	-10%	?	17%	0%	4%
Cc1cc(C)nc(-n2nc(C)c(Sc3ccc(F)cc3)c2N)n1	-16%	16µM*	0%	i	9%	-8%	-15%	?
Cc1ccccc1-n1c(SCC(=O)N2CCOCC2)nc(O)cc1=O	-5%	28%	-5%	i	-1%	·	3%	-8%
CCc1ccc2nc(NC(=O)Cn3cnc4ccccc4c3=O)sc2c1	8%	?	1%	i	0%	0%	-2%	·
O=C(Nc1ccccc1)O/N=C1/CCCc2occc21	-17%	·	·	10%	-1%	0%	·	·
Cc1ccc(NC(=O)CN(C)Cc2ccc(F)cc2)c([N+](=O)[O-])c1	?	-3%	?	-5%	0%	-24%	2%	-7%
O=c1onc(-c2cccs2)n1Cc1ccccc1	5%	-13%	?	1%	2%	8%	-8%	?
COc1ccc(CC(=S)N2CCOCC2)cc1	?	-4%	8.9µM*	-3%	-5%	4%	3%	-2%
O=S(=O)(Nc1ccc2c(c1)nc1n2CCN(Cc2ccccc2)C1)c1ccccc1	-4%	?	-1%	9%	-1%	-20%	-1%	-19%
CCOC(=O)N1CCN(C(=O)CSc2nnc(-c3ccccc3OC)o2)CC1	?	-1%	?	-2%	8%	0%	0%	11%
CCn1c(SCC(=O)c2[nH]c(C)c(C(C)=O)c2C)nnc1-c1cccs1	-19%	-41%[inhibitor]	6%	6%	13%	5%	-1%	?
CC(=O)NCCn1c(SCc2ccccc2C)nc2ccccc2c1=O	-8%	-19%	-7%	-9%	4%	2%	-3%	2%[0.0737 µM]
COCCOC(=O)C1=C(C)N(c2ccccc2)C(=O)NC1c1cccc([N+](=O)[O-])c1 (configuration not stated)	0%	1%	?	-6%	1%	24%	1%	-2%
COc1cccc(CN2CCN(S(=O)(=O)c3ccc(NC(C)=O)cc3)CC2)c1OC	-4%	·	0%	-8%	-6%	5%	0%	-3%[46 µM]
Cc1ccc(-n2c(O)c(C=NCc3ccccn3)c3ccccc3c2=O)cc1C	-9%	-10%	-11%	-14%	-4%	-13%	-1%	?
CCOc1ccc2nc(NC(=O)CN3CCN(C)CC3)sc2c1	-14%	23%	2%	6%	6%	-11%	-3%	-3%
COC(=O)[C@@]1(Cc2ccccc2)C=C[C@@H](C)N1C(=O)c1ccccc1	-13%	-40%[inhibitor]	40µM*	3%	6%	·	-7%	·
O=[N+]([O-])c1c(NCCCO)cc(Sc2ccc(Cl)cc2)c2nonc12	13µM*	-111%[inhibitor]	4.5µM*	-8%	-3%	0%	0%	-12%
N#C/C(=C(/O)CN1CCCCC1)c1nc(-c2ccc(Cl)cc2)cs1	-18%	-7%	-3%	-5%	-4%	-2%	-1%	4%
NC(=O)N/N=C(/CCCCCC/C(=N\NC(N)=O)c1ccccc1)c1ccccc1	?	·	7%	19%	5%	34%[activator]	·	·
COC(=O)c1sc2nc(-c3ccccc3)nc(N3CCN(C)CC3)c2c1C	-12%	?	?	4%	?	-6%	0%	-18%
O=C(NCCCN1CCOCC1)c1ccc(Br)cc1	-4%	13%	0%	-9%	4%	7%	0%	-2%
Cc1sc2nc(-c3ccncc3)[nH]c(=O)c2c1-c1ccccc1	-11%	-5%	?	2%	-21%	5%	1%	4%
COc1ccc(C(=O)NCc2nnc(SCC(=O)N3CCC(C)CC3)o2)cc1	-5%	1%	?	-8%	13%	-13%	0%	-5%[46 µM]
COc1ccc(/C(O)=C2/C(=O)C(=O)N(c3ccccn3)C2c2ccc(OC)c(OC)c2)cc1 (configuration not stated)	-1%	·	·	-5%	-9%	-1%	·	·
COc1ccccc1N1CCN(C(=O)CSc2ccccc2)CC1	-19%	4%	?	-1%	-5%	·	7%	-1%
O=C(CN1CCNCC1)Nc1ccc(Oc2ccccc2)cc1	-7%	-18%	2%	-1%	-1%	-1%	-5%	-2%
O=C1CSC2(N1)C1CC3CC(C1)CC2C3 (configuration not stated)	6%	·	·	14%	9%	-4%	·	·
COc1cc(/C=C(\C#N)C(=O)Nc2ccccc2C(=O)O)cc(Cl)c1OC	?	2%	?	-3%	?	32%[activator]	2%	-14%[46 µM]
O=C(Nc1ncc(Cc2ccccc2Cl)s1)C1CCCO1 (configuration not stated)	-8%	13µM*	0%	-4%	-5%	-10%	1%	?
O=C(NCCCN1CCCC1=O)c1cc(-c2ccc3c(c2)OCO3)nc2ccccc12	-4%	-5%	-1%	0%	-22%	11%	-1%	5%[46 µM]
CC1CC(C)CN(C(=S)SCc2nc(N)nc(Nc3ccccc3)n2)C1 (configuration not stated)	1%	·	·	-18%	-3%	-10%	·	·
CC(=O)N[C@@H](Cc1ccc(O)cc1)C(=O)O	-6%	·	-1%	-3%	·	·	4%[39.9 µM]	?
CC(=O)Nc1ccc(S(=O)(=O)Nc2cccn(Cc3ccc(C)cc3)c2=O)cc1	0%	·	-1%	i	-10%	1%	-1%	?

Reformatted as comma-separated lines: entries from further up.
canonical_smiles,Tau fibril ThT,SMN2 splice enh,ALDH1A1 block,RECQ1 helicase,JMJD2E inh,L3MBTL1 block,Luc counter,LMNA splice mod
O=[N+]([O-])c1c(NCCCO)cc(Sc2ccc(Cl)cc2)c2nonc12,13µM*,-111%[inhibitor],4.5µM*,-8%,-3%,0%,0%,-12%
N#C/C(=C(/O)CN1CCCCC1)c1nc(-c2ccc(Cl)cc2)cs1,-18%,-7%,-3%,-5%,-4%,-2%,-1%,4%
NC(=O)N/N=C(/CCCCCC/C(=N\NC(N)=O)c1ccccc1)c1ccccc1,?,·,7%,19%,5%,34%[activator],·,·

Carrying on.
SMILES	Tau fibril ThT	SMN2 splice enh	ALDH1A1 block	RECQ1 helicase	JMJD2E inh	L3MBTL1 block	Luc counter	LMNA splice mod
Oc1ccc2ccccc2c1/C=N/c1nccs1	?	-10%	?	i	-10%	-21%	0%	-5%
CC1=CC(C)(C)NC(=S)N1c1ccccc1C	-6%	-26%	-6%	-11%	-11%	·	3%	?
COc1ccc(S(=O)(=O)N2CCN(C3Cc4ccccc4C3)CC2)cc1	-6%	18%[1.84 µM]	?	-3%	-3%	-5%	-4%	-11%
COc1ccc(S(=O)(=O)N2CCCN(CC(=O)Nc3ccc4c(c3)OCO4)CC2)cc1	-10%	-12%	?	-1%	-4%	-12%	2%	4%
NC1=C(c2ccc(F)cc2)C(=O)CS1	9%	0%	20µM*	-6%	1%	-3%	-3%	1%
CCN(CC)S(=O)(=O)c1ccc(O)c(C(=O)OCC(=O)N(C)Cc2ccccc2)c1	-12%	-11%	?	i	?	2%	2%	10%
CC(=O)c1ccc(-c2ccc(/C=C(/Sc3n[nH]c(C)n3)C(=O)O)o2)cc1	1µM*	·	3%	-10%	-19%	?	·	·
COC(=O)c1ccc(C(/C=C/[C@@H](C)C(=O)NCCN2CCCC2)NC(=O)OCc2ccccc2)cc1 (some centres not stated)	2%	-15%	-7%	-3%	-3%	·	0%	·
Cc1ccc(-c2ccc(=O)n(CCC(=O)NCCN3CCCCC3C)n2)cc1 (configuration not stated)	-5%	?	12%	-9%	?	-6%	-1%	13%
Cc1cccc(NC(=S)NC2CC3CCCC(C2)N3Cc2cccs2)c1 (configuration not stated)	3%	-8%	-1%	?	-2%	-16%	-1%	7%
Cc1nc(NCCNC(=O)c2ccco2)c2c(C)c(C)sc2n1	-6%	-23%	14µM*	-9%	?	-10%[11.4 µM]	-1%	-19%
CCC(CC)C(=O)OCC(=O)Nc1cccc(S(=O)(=O)N(C)c2ccccc2)c1	0%	3%	?	i	-1%	1%	-2%	4%[46 µM]
O=C(/C=C\c1ccccc1[N+](=O)[O-])Nc1ccccc1	?	18µM*	-2%	i	-3%	16%	-5%	·
COc1ccccc1-n1c(N)cc(=O)nc1SCC(=O)Nc1cc(C)on1	0%	-33%[inhibitor]	1%	-4%	4%	·	12%	·
CC(=O)c1ccc(OCC(O)CN2CCC(C)CC2)cc1 (configuration not stated)	-6%	?	-8%	-4%	0%	10%	0%	12%
O=C(Nc1ccc(N2CCOCC2)cc1)C1CC(=O)N(c2ccc(Cl)cc2)C1 (configuration not stated)	?	4%	-3%	-3%	-1%	-17%	1%	6%[9.22 µM]
CCc1ccc(N2CC(C(=O)OCC(=O)NC3CCS(=O)(=O)C3)CC2=O)cc1 (configuration not stated)	0%	-24%	-2%	-2%	4%	?	-2%	-3%
CCOC(=O)c1cccc(NC(=O)CSc2nnc(C3CCCCC3)n2C)c1	1%	7%	-7%	i	-2%	·	4%	6%
Cc1ccc(OCc2ccc(Br)cc2)c([N+](=O)[O-])n1	?	10µM*	-13%	i	-12%	-5%[11.4 µM]	1%	-19%[46 µM]
CCOC(=O)C1=C(C)NC(=O)NC1c1ccc(OC(=O)c2ccco2)cc1 (configuration not stated)	-9%	26%	1%	-5%	6%	-1%	6%	4%
CCNc1nc2c(c(=O)[nH]c(=O)n2C)n1Cc1ccc(F)cc1	11%	?	-12%	i	-1%	7%	1%	-10%
Clc1ccccc1Cn1nnc2c(NCCN3CCOCC3)ncnc21	5%	-5%	?	-17%	-1%	2%	-1%	-23%
Cc1ccc(S(=O)(=O)/N=C(/NC(=S)Nc2ccccc2)c2ccccc2)cc1	-14%	?	?	i	-12%	·	1%	18%
O=C(Cc1ccc(Cl)cc1)Nc1ccccc1N1CCOCC1	-13%	-13%	4%	6%	-5%	2%	-3%	4%
Nc1ccccc1N=Cc1ccc(-c2cccc(Cl)c2)o1	?	·	?	-16%	?	-11%	-3%	·
